Compound activity from PubChem.
GPR151 activ: human GPR151 activation; PathHunter beta-arrestin GPR151 cells, luminescence; Q8TDV0; hit rate 1% among 650,000; activation, % at 11.2 µM; in the data active = activation above about 4.9%;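 note: 0% = median of compound wells and 100% = cells with positive control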
Target sequence (Q8TDV0 whole entry, looked up): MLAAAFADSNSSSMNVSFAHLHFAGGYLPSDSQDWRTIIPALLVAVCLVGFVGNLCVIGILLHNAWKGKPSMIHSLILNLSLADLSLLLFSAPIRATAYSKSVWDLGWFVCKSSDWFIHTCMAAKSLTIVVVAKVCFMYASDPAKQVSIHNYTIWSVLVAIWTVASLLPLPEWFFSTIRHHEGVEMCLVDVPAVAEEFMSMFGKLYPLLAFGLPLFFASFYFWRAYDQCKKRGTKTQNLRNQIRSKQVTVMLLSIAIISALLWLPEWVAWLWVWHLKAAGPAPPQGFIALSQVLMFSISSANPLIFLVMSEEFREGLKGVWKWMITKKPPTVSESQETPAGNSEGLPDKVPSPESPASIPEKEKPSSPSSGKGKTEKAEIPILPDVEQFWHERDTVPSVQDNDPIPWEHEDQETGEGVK
TEAD-YAP inh: TEAD-YAP interaction inhibition; inhibition, % at 9.12 µM; hit rate 1.4% among 640,000; HEK-TIYL cells, TEAD-Gal4/YAP UAS-luciferase luminescence; in the data active = inhibition above about 32%;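 note: 0% = median of test compound wells and 100% = reference inhibitor wells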
MITF inh: blocks human microphthalmia-associated transcription factor. inhibition, % at 2.6 µM. hit rate 0.91% among 650,000. AID 1259374. AlphaScreen MITF homodimerization, bead proximity signal; in the data active = inhibition above about 50%;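 note: 0% = vehicle wells with protein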
Target sequence (O75030 whole entry, looked up): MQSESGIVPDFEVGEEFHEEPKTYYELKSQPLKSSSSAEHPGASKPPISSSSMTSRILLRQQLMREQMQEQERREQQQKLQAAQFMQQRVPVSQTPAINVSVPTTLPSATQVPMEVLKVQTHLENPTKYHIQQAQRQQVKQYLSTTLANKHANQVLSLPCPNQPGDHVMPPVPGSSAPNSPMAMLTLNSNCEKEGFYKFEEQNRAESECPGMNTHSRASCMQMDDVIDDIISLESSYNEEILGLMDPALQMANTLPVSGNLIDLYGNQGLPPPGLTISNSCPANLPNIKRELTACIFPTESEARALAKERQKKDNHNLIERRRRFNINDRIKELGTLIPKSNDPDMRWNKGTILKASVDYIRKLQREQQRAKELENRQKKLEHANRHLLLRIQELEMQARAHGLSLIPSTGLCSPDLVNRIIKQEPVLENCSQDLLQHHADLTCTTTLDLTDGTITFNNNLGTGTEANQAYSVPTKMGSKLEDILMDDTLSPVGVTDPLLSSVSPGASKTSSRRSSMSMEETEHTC
FBW7 act: activators of human E3 ligase FBW7 | AID 1259310 | hit rate 0.13% among 650,000 | Q969H0 | AlphaScreen FBW7–phospho-cyclin E peptide binding, activator screen | normalized activity (activation), % at 26.1 µM; in the data active = normalized activity above about 1.9%;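 note: purified mutant Fbw7 with reduced substrate affinity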
Active calls of the source: *; / = not tested or not shown.

A first look:
Under each structure – GPR151 activ	MITF inh	TEAD-YAP inh	FBW7 act
O=C(CC1Nc2c3ccccc3nc(=S)n2C1=O)NCc1ccccc1 (stereo unspecified)
  -0.1	7.9	-0.3	-0.1
CCc1ccc(CN2CCC(CO)(Cc3ccc(OC)cc3)CC2)o1
  -0.8	6.9	6.7	0.7
Cc1cc(C)c(S(=O)(=O)N2CCOCC2)c(C)c1
  -1.8	16.8	-9.1	0.1
CSc1ncccc1C(=O)Nc1ccc(C)c(S(=O)(=O)N2CCCCCC2)c1
  0.4	12.8	4.0	0.0
N#Cc1c(Cl)cccc1NC(=O)c1ccc(Br)o1
  -0.3	-3.4	-10.5	0.0
Cc1ccc(-c2n[nH]c3c2C(c2ccc(C)cc2)N(c2ccc(F)cc2)C3=O)cc1 (stereo unspecified)
  1.3	14.7	-1.2	0.1

Main list (from the top)
Under each structure – GPR151 activ	MITF inh	TEAD-YAP inh	FBW7 act
O=C(CC1Nc2c3ccccc3nc(=S)n2C1=O)NCc1ccccc1 (stereo unspecified)
  -0.1	7.9	-0.3	-0.1
CCc1ccc(CN2CCC(CO)(Cc3ccc(OC)cc3)CC2)o1
  -0.8	6.9	6.7	0.7
Cc1cc(C)c(S(=O)(=O)N2CCOCC2)c(C)c1
  -1.8	16.8	-9.1	0.1
CSc1ncccc1C(=O)Nc1ccc(C)c(S(=O)(=O)N2CCCCCC2)c1
  0.4	12.8	4.0	0.0
N#Cc1c(Cl)cccc1NC(=O)c1ccc(Br)o1
  -0.3	-3.4	-10.5	0.0
Cc1ccc(-c2n[nH]c3c2C(c2ccc(C)cc2)N(c2ccc(F)cc2)C3=O)cc1 (stereo unspecified)
  1.3	14.7	-1.2	0.1
CC1=C(C(=O)Nc2ccccc2)C(c2ccc(F)cc2)n2c(s/c(=C\c3ccc(Cl)cc3)c2=O)=N1 (stereo unspecified)
  -1.1	20.8	1.3	0.3
CCc1sc(C(=O)Nn2cnnc2)cc1Br
  -0.9	-1.6	2.6	-0.1
COc1ccc(CCc2nc(C)ccc2O)cc1OC
  -0.6	-5.5	2.6	-0.1
CCCOc1ccc(N/C=C/C(=O)c2cc(OC)c(OC)c(OC)c2)cc1
  0.4	0.0	-4.8	0.1
CC(=O)NC(CC(=O)NC1CCC(C)CC1)c1ccccc1 (stereo unspecified)
  -2.2	1.5	-6.2	-0.1
CCC(=O)Nc1nc(-c2ccc3c(c2)CCN3C(=O)CC)c(C)s1
  1.4	24.1	19.9	-0.1
O=C1N[C@@H](Cc2ccc(O)cc2)C(=O)N2CCN(Cc3cccc(Cl)c3)C[C@H]12
  0.6	13.1	-5.4	0.0
CC(NS(=O)(=O)c1cccc(Cl)c1)C(=O)Nc1ccccc1F (stereo unspecified)
  0.2	9.4	-1.5	0.0
C[C@H](NC[C@H](O)CP(=O)(O)Cc1ccccc1)c1ccc(Cl)c(Cl)c1
  0.1	13.4	/	-0.1
O=C(NCCc1ccc(F)cc1)c1nnn(-c2ccccc2)c1CSc1ncccn1
  0.6	16.6	-5.0	0.6
CCOC(=O)C1=C(c2ccccc2)N(C)C(=O)NC1c1ccccc1Cl (stereo unspecified)
  -0.4	-7.2	-17.6	-0.1
Cc1nnc(NC(=O)CSc2nnc(CNC(=O)c3ccco3)o2)s1
  1.0	20.5	-9.6	0.0
COc1ccc(Cl)cc1S(=O)(=O)Nc1cccc2ccccc12
  -1.5	7.1	3.9	-0.2
CCCNC(=O)c1c(NC(=O)c2ccccc2Cl)sc2c1CCC(C(C)(C)C)C2 (stereo unspecified)
  -1.5	-7.7	-5.3	0.0
Cc1ccc(C)c2[nH]c(=O)c(CN(CCCO)C(=O)NCc3ccccc3)cc12
  3.0	-6.4	-10.7	0.0
Cc1ccccc1Cn1cc(NC(=O)c2cc3ccccc3oc2=O)cn1
  -0.7	2.7	-8.3	0.0
COc1cc(/C=N/Nc2ccc([N+](=O)[O-])cn2)ccc1Oc1ccc([N+](=O)[O-])cn1
  0.4	-2.3	2.5	0.1
CC(=O)c1cccc(Nc2nc(-c3sc(NC(=O)c4ccccc4)nc3C)cs2)c1
  0.8	-3.0	-1.2	-0.1
CC(OC(=O)C12CC3CC(CC(O)(C3)C1)C2)C(=O)NC1CCCC1 (stereo unspecified)
  -1.5	-6.3	-7.2	0.0
CCOc1c(OC(C)=O)ccc(C=O)c1[N+](=O)[O-]
  -0.5	12.7	9.4	0.0
CS(=O)(=O)N(Cc1ccc(Cl)cc1)c1ccc(C(=O)N2CCN(c3ccccc3F)CC2)cc1
  -0.6	10.4	3.5	0.3
Cc1ccc(S(=O)(=O)Nn2c(SCC(=O)NCc3ccccc3)nc3ccccc3c2=O)cc1
  -1.5	-5.5	-9.8	-0.1
Cc1ccc(-c2cc(C(=O)Nc3nn[nH]n3)c3ccccc3n2)cc1
  -0.9	5.2	3.0	0.5
Fc1ccc(CN2CCN(C3CCCCC3)CC2)cc1
  0.9	47.7	0.6	0.0
O=C(N/C(=C/c1ccc(Cl)cc1)P(=O)(O)O)c1ccccc1
  1.1	0.4	7.3	0.2
Nc1cccc(-c2nc(C(=O)NCc3cccnc3)cs2)c1
  0.8	-2.0	5.6	0.2
CCOc1ccccc1C(=O)N1CCN=C1SCc1cccnc1
  -0.6	-3.7	-14.7	-0.1
CC(C)Cc1csc(NC(=O)C(C)C)c1C(=O)O
  -1.2	9.9	8.2	0.1
CC(C)(C)NC(=O)NC(=O)COC(=O)c1ccccc1O
  -0.5	9.5	-5.4	0.3
COc1ccc(OC)c(S(=O)(=O)Nc2cccc(-c3cn4c(n3)SCC4)c2)c1
  3.1	-7.4	3.4	-0.4
COC(=O)c1c(NC(=O)COc2c(F)c(F)cc(F)c2F)sc2c1CCCC2
  1.9	0.1	19.2	0.0
CC(C)C(=O)N(CCCCN1C(=O)c2ccccc2C1=O)c1ccc(Cl)cc1
  -0.1	-5.8	-0.4	-0.1
CC(C)(C)Nc1nc(Cl)nc(NCc2ccccc2)n1
  0.4	5.3	-5.6	-0.2
C=C(C)[C@@H]1CC=C(CN2CCc3nnc(CNC(=O)C4CCOC4)n3CC2)CC1 (stereo partly specified)
  3.0	3.2	10.1	0.0
CC1(C)Cc2ccccc2-c2nnc(-c3ccc(Br)o3)n21
  0.8	-14.9	8.9	0.3
COCCNC(=O)c1nn2c(C(F)(F)F)cc(-c3ccc(OC)c(OC)c3)nc2c1Cl
  0.8	-3.3	-7.2	0.2
O=C(Nc1ccc2oc(-c3ccccc3Br)nc2c1)c1cccc(F)c1
  -1.7	2.4	-28.3	0.5
Nc1nccc(-c2ccc3nc(C4COc5ccc(OC(F)(F)F)cc5C4)[nH]c3c2)n1 (stereo unspecified)
  0.2	17.5	-5.8	-0.1
Cn1c(/C(C#N)=C(\O)c2ccc(S(=O)(=O)N3CCCC3)cc2)nc2ccccc21
  -1.1	-2.9	2.2	0.0
Cc1ccc2nc(C)cc(C(=O)OCC(=O)Nc3c(C)n(C)n(-c4ccccc4)c3=O)c2c1
  0.2	-2.1	10.9	-0.1
Cc1ccc2onc(CNC(=O)Nc3ccc(C)c(F)c3)c2c1
  -1.4	-2.9	-2.2	0.0
CCCCNC(=O)c1cn(C)c(=O)c2ccccc12
  -1.1	18.5	7.1	0.0
Cc1cccc(OCC(=O)Nc2cccc(NC(=O)COc3cccc(C)c3)n2)c1
  0.0	-16.1	-19.6	-0.2
CCN1CCN(C(C(=O)NC2CCCC2)c2cc3c(cc2[N+](=O)[O-])OCO3)CC1 (stereo unspecified)
  -0.6	12.2	-10.4	0.1
O=S(=O)(NCC(c1cccs1)N1CCc2ccccc21)c1ccccc1 (stereo unspecified)
  1.0	13.3	9.7	0.1
COCCCNC(=S)Nc1ccc2nc(N3CCOCC3)cc(C)c2c1
  0.4	1.3	-8.7	-0.1
COc1ccc(C2C(C(=O)OC(C)C)=C(C)NC3=C2C(=O)CC(c2ccccc2)C3)cc1 (stereo unspecified)
  2.5	1.5	4.2	0.1
COc1ccc(OCCCOc2cccc(C=O)c2)cc1
  0.8	13.7	-7.4	0.1
Cc1ccc(CS(=O)(=O)Cc2ccc(C(=O)O)o2)cc1
  1.7	13.4	4.1	0.2
CC(=O)N1c2ccc(S(=O)(=O)Nc3ccc(Br)cc3C)cc2CC1C (stereo unspecified)
  0.9	-10.0	14.4	-0.3
O=C(CCl)NCCOc1ccccc1
  -0.2	-8.8	35.6*	-0.1
CC(=O)Nc1ccc(NC(=O)C(C)OC(=O)c2c3ccccc3cc3ccccc23)cc1 (stereo unspecified)
  0.3	0.9	-10.9	0.0
CC(=O)N[C@@H]1c2ccccc2C2(CCN(C(=O)C3CC3)CC2)[C@H]1OCc1ccccc1
  -1.8	14.9	0.2	0.8
COc1ccc(OCC(=O)N/N=C/c2c(Cl)cccc2Cl)cc1
  -0.4	12.3	13.8	-0.1

Three compounds drawn at random from those above:
Under each structure – GPR151 activ	MITF inh	TEAD-YAP inh	FBW7 act
COc1ccc(OCCCOc2cccc(C=O)c2)cc1
  0.8	13.7	-7.4	0.1
Cn1c(/C(C#N)=C(\O)c2ccc(S(=O)(=O)N3CCCC3)cc2)nc2ccccc21
  -1.1	-2.9	2.2	0.0
O=C(Nc1ccc2oc(-c3ccccc3Br)nc2c1)c1cccc(F)c1
  -1.7	2.4	-28.3	0.5

Next records.
Under each structure – GPR151 activ	MITF inh	TEAD-YAP inh	FBW7 act
CC(C)[C@H](NC(N)=O)C(=O)Nc1ccc(Oc2ccccc2)cc1
  -0.6	6.9	2.8	0.1
CS(=O)(=O)N(CC(=O)Nc1ccccc1Cl)c1cccc(Br)c1
  -0.8	16.4	-5.6	0.0
Cc1nn(-c2ccccn2)c2c1C(c1cccnc1)C1=C(CCCC1=O)N2 (stereo unspecified)
  0.9	-3.9	7.2	-0.2
COC1CCCN(Cc2c(C(=O)N3CCOCC3)nc3c(C)cccn23)C1 (stereo unspecified)
  -1.1	-14.1	-7.7	0.0
COc1cc(OC)cc(-c2nc3ccccc3c(=O)n2OC(=O)c2ccccc2C)c1
  -0.9	0.2	-10.9	0.4
CCCCOC(=O)c1cccc(NC(=O)c2ccc(Cl)c(Cl)c2)c1
  -0.3	-12.6	-13.4	0.0
COc1ccccc1N=C1SC(C(=O)Nc2ccccc2)CC(=O)N1C (stereo unspecified)
  0.7	-2.7	-3.5	-0.2
CSc1ccc(CN2CCc3nnc(C(C)C)n3CC2)cc1
  -0.5	5.8	3.3	0.0
O=C(NCc1cccc(C(F)(F)F)c1)c1cnc(-c2ccccc2)s1
  7.6*	1.4	14.0	0.0
COCCNCCCCOc1ccc(Cl)cc1C(C)(C)C
  -1.5	13.7	-1.9	-0.1
OCc1ccccc1-c1cnn2c(N3CCOCC3)ccnc12
  -3.7	11.6	94.4*	0.4
COC(=O)c1cc(-c2ccc(Cl)cc2)c2c(=O)[nH]c(=O)n(C)c2n1
  -2.3	11.9	3.4	1.1
CC(=O)Oc1ccc2c(c1)Oc1cc(OC(C)=O)ccc1C21OC(=O)c2ccccc21
  0.6	5.5	-8.3	-0.3
Cc1ccc(C)c(SCC(=O)OCC(=O)c2ccco2)c1
  -1.2	25.1	1.2	0.6
CCOc1ccc(NC(=O)c2ccc(F)c(S(=O)(=O)N3CCCC(C(=O)O)C3)c2)cc1 (stereo unspecified)
  -0.3	27.8	4.3	0.1
CCOC(=O)c1sc(NC(=O)c2cc3n(n2)C(C(F)(F)F)CC(c2ccccc2)N3)c(C(=O)OCC)c1C (stereo unspecified)
  2.1	7.1	0.4	0.0
COc1ccc(NC(=O)C(C)N2Cc3ccccc3C2=O)cc1Cl (stereo unspecified)
  1.3	-7.6	-5.3	-0.1
CCOC(=O)c1c(C(F)(F)F)nc2n1CCN(C(=O)c1cn(CC)nc1C)C2
  -0.2	-6.4	-12.2	0.0
COc1ccccc1O[C@@H]1O[C@@H]2COC(c3ccccc3)O[C@H]2[C@H](O)[C@H]1NC(C)=O (stereo partly specified)
  -0.9	0.4	-4.0	0.2
c1nc(NC2CC2)cc(-c2ccc(N3CCOCC3)nc2)n1
  -0.3	11.5	-5.0	0.2
Cc1ccccc1C1(CC(=O)N(C)Cc2ccsc2)CC(=O)N(C2CC2)C1=O (stereo unspecified)
  -1.6	1.1	0.5	0.0
CCOC(=O)COc1ccc(/C=c2/sc3nc4ccccc4n3c2=O)cc1
  -0.5	4.8	2.0	-0.1
CC(C)(C)NC(=O)NC(=O)COC(=O)c1cccc(F)c1
  -0.1	-5.8	2.0	-0.2
